# Source: PubChem (National Center for Advancing Translational Sciences (NCATS))
# USP2a inh: blocks human ubiquitin-specific protease USP2a; O75604; USP2 core, Ub-CHOP2 coupled fluorogenic reporter, 485/531; Potency, µM (doses to about 38.3 µM), for inactives: top-dose activity change, negative = inhibition, hits mostly inhibitors; 330,000 tested, 0.01% active; AID 463254;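 further: potency means the concentration at half of the fitted maximal effect; plate controls were DMSO wells for no effect and full inhibition by NEM control for full effect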
# Target sequence (O75604 whole entry, looked up): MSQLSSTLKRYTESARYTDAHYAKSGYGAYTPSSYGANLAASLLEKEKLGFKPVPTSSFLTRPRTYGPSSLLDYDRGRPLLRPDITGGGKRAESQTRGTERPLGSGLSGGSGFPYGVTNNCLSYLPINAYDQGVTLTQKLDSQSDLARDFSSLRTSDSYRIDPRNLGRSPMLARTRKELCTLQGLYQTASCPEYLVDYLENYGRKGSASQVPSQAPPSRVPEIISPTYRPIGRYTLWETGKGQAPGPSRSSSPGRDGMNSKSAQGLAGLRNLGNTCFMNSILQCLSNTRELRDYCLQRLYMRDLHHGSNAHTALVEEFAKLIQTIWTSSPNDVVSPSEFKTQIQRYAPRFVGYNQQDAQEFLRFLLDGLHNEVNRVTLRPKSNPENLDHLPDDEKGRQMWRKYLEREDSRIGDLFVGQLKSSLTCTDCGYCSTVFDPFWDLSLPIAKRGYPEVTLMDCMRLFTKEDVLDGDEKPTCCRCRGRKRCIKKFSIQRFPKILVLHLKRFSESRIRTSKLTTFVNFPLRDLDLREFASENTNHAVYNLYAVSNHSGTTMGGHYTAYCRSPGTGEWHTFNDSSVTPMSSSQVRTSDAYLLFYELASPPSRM
#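 Deubiquitinase activity read as fluorescence (485/531 nm) after Ub-CHOP2 cleavage activates the enterokinase reporter on its substrate; USP2 core 10nM, Ub-CHOP2 and substrate 25nM each, 30min compound preincubation then 60min RT; data normalized to NEM, curves fitted.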
# hERG WT inh: blocks the wildtype human KCNH2 potassium channel; U2OS, BacMam KCNH2, thallium flux FluxOr; stronger effect = lower value; activity change, % at 1.84 µM; 340,000 tested, 0.37% active;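 active means maximum activity change below -70%; inconclusive means maximum activity change between -70% and -50%; inactive means maximum activity change above -50%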; further: on the % scale 0 is the no-effect control and ±100 the full control effect
#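 U2OS cells transduced with wild-type KCNH2 virus are loaded with FluxOr dye for 45 min, and thallium flux is measured in kinetic reads before and after stimulation buffer. Rate constants are normalized to DMSO controls.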
# TRPV1 ag: human TRPV1 agonism; AID 540275; TRPV1-expressing cells, Fluo-8 calcium influx, agonist mode; activation, % at 8.33 µM; Q8NER1; 320,000 tested, 0.19% active; in the data active means activation above about 80%; inconclusive means between about 30% and that limit; further: 0% is about no effect
#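 TRPV1-expressing cells were cultured overnight at 35.5C and loaded with Fluo-8 calcium dye for 40 to 90 min at room temperature. After a 10 s baseline, compound was added and calcium influx was read kinetically for 3 min (ex 480/em 520 nm).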
# AT treatment: candidate therapy for ataxia-telangiectasia; […] A-T fibroblasts, KAP-1 phosphorylation AlphaLISA; neocarzinostatin DNA damage 30 min before lysis; Potency, µM (titrated, usually from 57.5 µM), without a hit: at the top dose activation, actives largely listed as activators; 320,000 tested, 0.19% active; further: potency means the concentration at half of the fitted maximal effect; % of control where 0% means no effect; nearly all actives have a fitted effect of over 45% in size
#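 ATM-like activity read as KAP-1 phosphorylation via AlphaLISA donor/acceptor antibody pairs after lysis and 6 hr at 25C. Cells were ATM-null patient fibroblasts ([…], hTERT), dosed 60 min, then exposed to the DSB inducer NCS for 30 min.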
# TSHR antagonist: blocks TSH signaling through the human TSH receptor; 330,000 tested, 0.2% active; activity change, negative = inhibition, % at 11.5 µM; P16473; TSHR-expressing cells, TSH-stimulated cAMP HTRF, 2 h; stronger effect = lower value;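 active means activity change below a set negative limit, meaning inhibition stronger than a set level, cut at about -70% in these data; inconclusive means activity change between two set negative limits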; further: on the % scale 0 is the no-effect control and ±100 the full control effect
#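 Inhibition of cAMP made by TSHR-expressing cells under TSH stimulation (4nM final, EC80; 2 h, 37 deg C) is quantified with a one-step lysis HTRF kit, anti-cAMP cryptate versus cAMP-d2.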
# Mito fusion act: mitochondrial division inhibition or fusion activation | S. cerevisiae fusion-defective mutant growth rescue, CellTiterGlo 48 h | Potency, µM (highest dose often 46.1 µM), without a hit: at the highest dose growth rescue (activation), usual class: activators | 320,000 tested, 0.23% active | AID 485298;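 further: potency means the concentration at half of the fitted maximal effect; % of control where 0% means no effect; nearly all actives have a fitted effect of over 45% in size; temperature-sensitive fusion mutants such as fzo1-1 at 37 °C on non-fermentable ethanol glycerol medium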
#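 Temperature-sensitive fusion-defective S. cerevisiae (e.g. fzo1-1, mgm1-5) were grown with compound in YPEG medium (3% ethanol, 3% glycerol) for 48 hours at 37C. Growth rescue was measured as viability by CellTiterGlo luminescence after 10 minutes at ambient.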
# TCR activator: activates T cell receptor signaling. primary human leukocytes, anti-CD3, IL-2 HTRF, 48 h. Potency, µM (highest dose often 9.22 µM), inactives show top-dose activation of IL-2 secretion, most hits filed as activators. 330,000 tested, under 10 active; further: % of control where 0% means no effect
#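 IL-2 release read by HTRF sandwich (Eu cryptate donor, d2 acceptor, 665 nm emission) after 48 hr exposure of primary human leukocytes to compound together with anti-CD3 beads in the absence of co-stimulatory signals.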
# KCNH2 3.1 block: inhibitors of human KCNH2 3.1 potassium channel isoform; AID 720553; 340,000 tested, 0.95% active; U2OS KCNH2 3.1, thallium flux FluxOr; stronger effect = lower value; activity change, % (tested at about 1.8 µM);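 active means maximum activity change below -70%; inconclusive means maximum activity change from -70% to -50%; inactive means maximum activity change above -50%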;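 further: thallium influx rate constant from kinetic fluorescence after stimulation buffer; on the % scale 0 is the no-effect control and ±100 the full control effect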
#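 Normalized rate constant (relative to positive and negative DMSO controls) derived from a 2 min kinetic fluorescence read after stimulation; U2OS cells expressing the 3.1 isoform via virus at 1.77 x 10^8 /mL.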
# Eya2 inh: Eya2 (human) phosphatase inhibition; O00167; recombinant Eya2, OMFP fluorescence dephosphorylation (OMFP is methylfluorescein phosphate); Potency, µM (series often up to 76.9 µM), for inactives: at the top dose activity, negative = inhibition, hits mostly inhibitors; 330,000 tested, 0.006% active; AID 488837; further: potency means the concentration at half of the fitted maximal effect; on the % scale 0 is the no-effect control and ±100 the full control effect
#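 Eya2 (0.2 uM) preincubated 10 min at ambient with compound, then OMFP substrate added at 50 uM; 10 min reaction in 50 mM HEPES pH 7.5, 50 mM NaCl, 5 uM MgCl2, 0.05% BSA, 1 mM DTT. Fluorescence read at Ex 485/Em 525 nm.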
# ELG1 DNA repair: blocks ELG1-dependent DNA repair in HEK293T cells; HEK293T ELG1-luciferase reporter, luminescence, 16 h; DNA damage induced by 5-fluorouridine; Potency, µM (highest dose often 46.1 µM), for the others: top-dose activity change, negative = inhibition, actives largely listed as inhibitors; 330,000 tested, 2.3% active; further: potency means the concentration at half of the fitted maximal effect; on the % scale 0 is the no-effect control and ±100 the full control effect; nearly all actives have a fitted effect of over 55% in size
#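 DMSO vehicle served as the neutral condition. Each well held 2,000 cells given 5-fluorouridine plus compound; after 16 hr at 37 °C/5% CO2, ONE-Glo was added and luciferase measured 30 min later.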
# * marks the source's active call; other numbers are inactive results; ? = inconclusive; . = no result given; & = joins results of further samples; [ ] = another dose, or the depositor's remark. Unless noted, the call rests on the fitted dose curve; in most records, active means well fitted curve in the direction sought with a large enough effect; inconclusive means small, poorly fitted or top-dose-only effect, or another doubt; inactive means no such curve, though single readings can be large; an effect the other way counts as inactive or inconclusive.
SMILES,USP2a inh,hERG WT inh,TRPV1 ag,AT treatment,TSHR antagonist,Mito fusion act,TCR activator,KCNH2 3.1 block,Eya2 inh,ELG1 DNA repair
Cc1cc(C(=O)N/N=C2\CC(=O)c3ccccc32)c(C)n1-c1ccccc1,-1%,4,3,7%,-12,4%,2%,-2,3%,?
CCOC(=O)C1(Cc2ccc(Cl)cc2)CCN(Cc2nccn2CC)CC1,-1%,42,8,-2%,5,-6%,-3%,.,2%,-10%
CNC(=S)NCc1ccc2[nH]c(C)cc2c1,-6%,.,-1,-10%,5,-7%,3%,23,4%,0%
COCCn1c(C)cc(C2=NNC(=Nc3ccccc3F)SC2)c1C,-9%,6,-3,-8%,13,-1%,-1%,-19,2%,?
Cc1cccc(NC(=O)Cn2c(=O)n(C)c3ccccc32)c1,4%,21,-2,-2%,27,-2%,-2%[46.1 µM],5,5%,-1%
O=c1[nH]cc(N=Cc2cc(Cl)cc(Cl)c2O)c(=O)[nH]1,-1%,2,2,0%,-3,-3%,.,-3,13%,-4%
CCc1nnc(NC(=O)C2Cc3ccccc3CN2S(=O)(=O)c2cccs2)s1 (configuration not stated),5%,-6,-1,4%,-4,-4%,-5%,.,3%,?
CCCc1nn2c(N)c(/C=C3\C=Nc4ccccc43)c(=O)nc2s1,2%&-4%,1&-14,-4&-3,-12%&-10%,-9&-12,3%&28%,-2%,-14&2,-27%&-15%,-2%&-1%
CCN(CC(=O)Nc1ccc(Cl)c(S(=O)(=O)N(C)C)c1)Cc1nc2ccccc2c(=O)[nH]1,1%,14,10,-7%,-11,-5%,0%,-13,-4%,?
COc1ccc([C@H]2CC(=O)C=C(c3ccc(F)cc3OCc3ccccc3)C2)cc1OC,0%,-8,28,4%,-9,24%,-5%,1,-12%,?
Cc1ccc(-n2ncc3c(NCc4cccnc4)ncnc32)cc1C,0%,5,12,1%,-14,20%,-5%,-7,-9%,?
O=C(O)CCc1nc2cccnc2n1Cc1ccccc1,6%,-2,0,4%,-2,0%,15%,-26,10%,0%
NC(=O)CSc1nnc(CNc2ccc(F)cc2)n1CC1CCCO1 (configuration not stated),-9%,3,3,2%,6,4%,-10%,2,8%,9%
O=C(CSc1nc(=O)n2ccccc2n1)NCc1ccc(F)cc1,1%,9,-4,2%,14,-2%,5%,4,0%,9%
FCCCOc1ccc(-c2ccnc3ncnn23)cc1,4%,2,1,2%,-8,-1%,2%,2,-1%,?
Cc1cc(NCCc2ccccc2F)n2ncnc2n1,-1%,4,2,-1%,4,-3%,-1%,5,-3%,?
CCOc1ccc(N2C(=O)CC(N(Cc3ccco3)C(=O)CC)C2=O)cc1 (configuration not stated),2%,16,0,4%,0,0%,1%,17,-5%,-3%
CCC(OC(=O)CN1C(=O)c2ccccc2C1=O)C(=O)NC1CCCC1 (configuration not stated),1%,-1,3,-5%,-5,10%,3%,-20,5%,10%
CS(=O)(=O)N1CCN(C2C3CC4CC(C3)CC2C4)CC1 (configuration not stated),3%,-5,0,8%,2,-11%,2%,12,-11%,?
Cc1ccc(Nc2nnc(SCC(=O)c3c(N)n(C4CC4)c(=O)[nH]c3=O)s2)cc1C,0%,-8,1,-3%,-13,-6%,8%,-1,-6%,-22%
Oc1[nH]c2ccccc2c1N=NC(=S)NCC1CCCO1 (configuration not stated),-2%,3,-4,.,-3,-1%,-4%[46.1 µM],11,-2%,?
Cc1sc(NC(=O)c2cccs2)c(C(=O)OC(C)C)c1C,2%,-14,6,7%,-19,0%,-5%[46.1 µM],-26,-13%,-9%
NC(c1ccccc1)c1ccncc1 (configuration not stated),-2%,11,-2,3%,6,2%,.,-10,-2%,-4%
COc1ccc(NC(=O)c2cccnc2)c(OC)c1,4%,-7,-5,2%,-8,3%,4%,5,20%[15.4 µM],-2%
OCCNc1c2ccccc2nc2ccccc12,-1%,-8,1,2%,-1,6%,4%,-2,-5%,21µM*
COC(=O)[C@@H]1CCCN1C(=O)c1cc(COc2cccc3cccnc23)on1,0%,-4,-1,2%,23,1%,1%,-7,14%,17%
COc1ccc([N+](=O)[O-])cc1NC(=O)Cc1noc2ccc(C)cc12,2%,-1,1,5%,-9,0%,7%,-12,-1%,-2%
CNc1c([N+](=O)[O-])cnn1-c1ccccc1Cl,1%,-4,-5,-2%,8,-1%,-60%,1,10%,?
Cc1cc(C)cc(Oc2ccc(C(F)(F)F)cc2C#N)c1,3%,3,21,0%,-11,-5%,-4%,29,-23%,0%
COc1cc(C(=S)N2CCN(c3ccccc3Cl)CC2)cc(O)c1O,-17%,-174*,6,-8%,-17,2%,0%,-75*,-5%,-20%
Cc1ccc(C(c2cc(Br)ccc2O)N2CCSCC2)cc1 (configuration not stated),3%,-40,1,15%,-4,16%,-2%,-6,6%,?
Cc1cc(C)cc(NC(=O)C2CCN(S(=O)(=O)c3c(C)n[nH]c3C)CC2)c1,4%,5,-1,-1%,2,-1%,-1%,46,0%,-1%
C=CCn1c(SCCOc2ccc(OC)cc2)nnc1C(C)NC(=O)c1ccc(OC)cc1 (configuration not stated),-4%,22,4,3%,32,-5%,3%,1,8%,-2%
CCOc1cc(N2CCOCC2)c(OCC)cc1NC(=O)c1ccc(OCc2c(C)noc2C)c(OC)c1,1%,-9,-4,1%,?,-1%,2%[46.1 µM],7,-12%,5.8µM*
CN1CCC(N(C)C(=O)c2cccc(S(=O)(=O)N3CCOCC3)c2)CC1,1%,-2,4,-2%,-6,-3%,-1%,-4,-19%,?
CC(C)OC(=O)CSc1nc2ccccc2s1,1%,-1,3,.,-4,-4%,0%,12,4%,?
CC(C)C[C@H](NC(=O)C1CC(=O)N(c2ccc3c(c2)OCO3)C1)C(=O)NC1CCCCC1 (some centres not stated),5%,-12,3,-6%,4,0%,-19%,13,0%,-2%
COC(=O)[C@H](CCSC)NC(=O)Nc1ccc(C)cc1C,0%,8,1,-6%,-6,0%,-103%,9,-6%,4%
COc1ccc(-c2noc(CN3CCC(Cc4ccccc4)CC3)n2)cc1,1%,-17,5,7%,-14,-2%,3%,-10,-2%,-9%
CCCn1nnc(NC(=O)c2ccc(-c3cccc(Cl)c3)o2)n1,1%,2,?,-5%,-18,1%,.,-3,20%,?

# Part of the list above in order of length of the SMILES, low to high.
SMILES,USP2a inh,hERG WT inh,TRPV1 ag,AT treatment,TSHR antagonist,Mito fusion act,TCR activator,KCNH2 3.1 block,Eya2 inh,ELG1 DNA repair
CC(C)OC(=O)CSc1nc2ccccc2s1,1%,-1,3,.,-4,-4%,0%,12,4%,?
CNc1c([N+](=O)[O-])cnn1-c1ccccc1Cl,1%,-4,-5,-2%,8,-1%,-60%,1,10%,?
Cc1ccc(C(c2cc(Br)ccc2O)N2CCSCC2)cc1 (configuration not stated),3%,-40,1,15%,-4,16%,-2%,-6,6%,?
Cc1cc(C)cc(Oc2ccc(C(F)(F)F)cc2C#N)c1,3%,3,21,0%,-11,-5%,-4%,29,-23%,0%
COC(=O)[C@H](CCSC)NC(=O)Nc1ccc(C)cc1C,0%,8,1,-6%,-6,0%,-103%,9,-6%,4%
CCCn1nnc(NC(=O)c2ccc(-c3cccc(Cl)c3)o2)n1,1%,2,?,-5%,-18,1%,.,-3,20%,?
COc1cc(C(=S)N2CCN(c3ccccc3Cl)CC2)cc(O)c1O,-17%,-174*,6,-8%,-17,2%,0%,-75*,-5%,-20%
CN1CCC(N(C)C(=O)c2cccc(S(=O)(=O)N3CCOCC3)c2)CC1,1%,-2,4,-2%,-6,-3%,-1%,-4,-19%,?
COC(=O)[C@@H]1CCCN1C(=O)c1cc(COc2cccc3cccnc23)on1,0%,-4,-1,2%,23,1%,1%,-7,14%,17%
C=CCn1c(SCCOc2ccc(OC)cc2)nnc1C(C)NC(=O)c1ccc(OC)cc1 (configuration not stated),-4%,22,4,3%,32,-5%,3%,1,8%,-2%
Cc1cc(C)cc(NC(=O)C2CCN(S(=O)(=O)c3c(C)n[nH]c3C)CC2)c1,4%,5,-1,-1%,2,-1%,-1%,46,0%,-1%
CC(C)C[C@H](NC(=O)C1CC(=O)N(c2ccc3c(c2)OCO3)C1)C(=O)NC1CCCCC1 (some centres not stated),5%,-12,3,-6%,4,0%,-19%,13,0%,-2%

# Not all compounds are listed, so the mix of outcomes need not match the whole.
